Giardia killer – Small Molecules that selectively kill Giardia lamblia: qHTS; activity change, % at 7.66 µM, hits read low; Giardia lamblia trophozoite viability; AID 540267, 2011; hit rate 0.15% among 340,000; in the data active means activity change below about -80%; inconclusive means between about -30% and that limit;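 further: parasites exposed to compound for two days anaerobically before the ATP read; on the % scale 0 is the no-effect control and ±100 the full control effect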
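ATP-content bioluminescence gauges trophozoite survival. Cells (100/well) receive compound and incubate anaerobically for 48 hrs at 37 deg C; detection reagent follows for 15-30 min at room temperature.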
Integrin act MD – qHTS for Activators of Integrin-Mediated Alleviation for Muscular Dystrophy; alpha7betagal myoblasts, beta-gal FDG fluorescence, 48 h; Potency, µM (doses to about 38.3 µM), inactives show at the highest dose activation, hits mostly activators; hit rate 0.064% among 350,000; AID 624291, 2012;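 further: potency means the concentration at half of the fitted maximal effect; 100% = response of the positive control SU9516; nearly all actives have a fitted effect of over 60% in size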
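alpha7betagal+/- myoblasts (passage 13, 250/well) treated 48 h at 37C with compounds at 1:260 dilution of DMSO stock. Lysed, then beta-galactosidase activity read as FDG fluorescence (ex 480/em 540) after 30 min, with pre-read for autofluorescence.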
ASM inhibitor – Inhibitors of Secretory Acid Sphingomyelinase (S-ASM): qHTS; Sphingomyelin phosphodiesterase (Homo sapiens), P17405; placental ASM, HMU-PC fluorogenic substrate, 60 min; Potency, µM (highest dose often 57.5 µM), for inactives: at the top dose activity change, negative = inhibition, hits mostly inhibitors; hit rate 0.006% among 340,000; further: potency means the concentration at half of the fitted maximal effect
Target sequence (P17405 47-631 limits assumed): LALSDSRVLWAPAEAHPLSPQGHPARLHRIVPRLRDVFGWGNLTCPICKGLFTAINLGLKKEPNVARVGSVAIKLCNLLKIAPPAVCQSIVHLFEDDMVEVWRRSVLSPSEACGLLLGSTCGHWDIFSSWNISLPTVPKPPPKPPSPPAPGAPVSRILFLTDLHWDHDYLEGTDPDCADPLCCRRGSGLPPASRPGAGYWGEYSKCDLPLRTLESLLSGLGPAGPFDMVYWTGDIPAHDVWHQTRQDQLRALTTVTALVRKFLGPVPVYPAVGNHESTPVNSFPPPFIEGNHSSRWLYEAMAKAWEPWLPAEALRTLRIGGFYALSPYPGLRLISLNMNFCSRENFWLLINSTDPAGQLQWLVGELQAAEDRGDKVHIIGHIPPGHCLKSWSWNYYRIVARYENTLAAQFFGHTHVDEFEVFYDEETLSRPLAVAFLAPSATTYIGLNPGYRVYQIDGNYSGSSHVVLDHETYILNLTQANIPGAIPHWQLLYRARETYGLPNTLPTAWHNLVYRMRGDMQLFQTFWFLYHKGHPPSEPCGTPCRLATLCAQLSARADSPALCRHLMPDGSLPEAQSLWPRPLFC
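Human placenta-derived ASM enzyme was preincubated with compound for 10 minutes at room temperature, then given fluorogenic substrate HMU-PC0 (9 uM final) for 60 minutes at 37 °C; a pH 10 stop preceded fluorescence reading at Ex 386/Em 447 nm.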
PKM2 activator – qHTS Assay for Activators of Human Muscle isoform 2 Pyruvate Kinase; purified PKM2, Kinase-Glo ATP luminescence, activation; response scale: 0% is enzyme alone, no compound; Potency, µM (doses to about 57.5 µM), inactives show at the top dose activation, hits mostly activators; hit rate 0.34% among 260,000; further: potency means the concentration at half of the fitted maximal effect; on the % scale 0 is the no-effect control and ±100 the full control effect; nearly all actives have a fitted effect of over 55% in size
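hPK-M2, >95% pure; 0.1 mM ADP / 0.5 mM PEP final; imidazole pH7.2 buffer w/ 7 mM MgCl2, 50 mM KCl; 1 h RT; Kinase-Glo lum. Intermediate enzyme activity for dual inhibitor/activator qHTS.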
Tb PFK inh – qHTS Assay to Find Inhibitors of T. brucei phosphofructokinase. ATP-dependent 6-phosphofructokinase (Trypanosoma brucei brucei), O15648. T. brucei PFK, ADP-Glo luminescence. Potency, µM (top dose mostly 57.5 µM), without a hit: at the highest dose activity, negative = inhibition, usual class: inhibitors. hit rate 0.17% among 330,000;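 further: potency means the concentration at half of the fitted maximal effect; 0% = uninhibited 1x PFK enzyme wells and -100% = no-enzyme wells; nearly all actives have a fitted effect of over 60% in size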
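ADP-Glo luminescence quantified ADP after 45 min at room temperature, with 1.25 nM T. brucei PFK, 0.1 mM ATP and 0.5 mM fructose-6-phosphate in pH 8.0 TEA buffer. qHTS titrations up to 57 µM; curves classified by quality.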
BCR signal inh – qHTS Assay to Find Inhibitors of Chronic Active B-Cell Receptor Signaling. ABC-DLBCL IkBa-CBG/CBR reporter, luminescence ratio, 4 h. Potency, µM (titrated, usually from 46.1 µM), for the others: at the top dose ratio change, negative = lower green/red ratio, actives largely listed as inhibitors. hit rate 0.05% among 340,000; active means well fitted inhibition curve with a large enough effect in the signal ratio, with a control signal flat, not every such curve was filed as active; inconclusive means small, poorly fitted or top-dose-only effect, or effect the other way, or a change in a side signal; the % refers to the signal ratio;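 further: potency means the concentration at half of the fitted maximal effect; plate controls were basal doxycycline-induced cells for no effect and cells given 10 µM MG132 for full effect; MG132 reads +100%, hits lower the ratio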
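TMD8 ABC-DLBCL cells carrying doxycycline-inducible green luciferase fused to IkappaBalpha plus unfused red luciferase were exposed to compounds (up to 46 uM) for 4 hrs at 37C. Activity came from the overlap-corrected green/red luminescence ratio.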
Menin MLL FP TR – qHTS Assay for Inhibitors Targeting the Menin-MLL Interaction in MLL Related Leukemias: Competition With Texas Red Labeled MLL-derived Mutant Peptide; Menin + Texas Red MLL mutant peptide, fluorescence polarization; Potency, µM (doses to about 61.6 µM), for inactives: top-dose FP activity change, negative = inhibition, usual class: inhibitors; hit rate 0.23% among 270,000; AID 1768, 2009; active means well fitted inhibition curve with a large enough effect in the polarisation, with a control signal flat, not every such curve was filed as active; inconclusive means small, poorly fitted or top-dose-only effect, or effect the other way, or a change in a side signal; inactive means no such curve, though single readings can be large or run the other way; the % refers to the polarisation; further: potency means the concentration at half of the fitted maximal effect; % of control where 0% means no effect; many of its hits are not listed in these tables
GALK inhibitor – qHTS Assay for Inhibitors of Human Galactokinase (GALK); Purified GALK, Kinase-Glo residual ATP luminescence; Potency, µM (top dose mostly 57.5 µM), for the others: top-dose activity change, negative = inhibition, actives largely listed as inhibitors; hit rate 0.007% among 270,000; AID 1868, 2009; further: potency means the concentration at half of the fitted maximal effect; on the % scale 0 is the no-effect control and ±100 the full control effect
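5 nM enzyme, 35 uM ATP, 100 uM galactose, 20 mM HEPES pH8.0, 5 mM MgCl2; 1 h RT; residual ATP by Kinase-Glo Plus luminescence, qHTS format.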
Coupling enz – qHTS Assay for Inhibitors of Fructose-1,6-bisphosphate Aldolase from Giardia Lamblia: Coupling assay counterscreen; activity change, negative = inhibition, % at 58.2 µM, hits read low; hit rate 0.67% among 290,000; AID 2472, 2010; coupling enzyme system counterscreen, AmpLite Red fluorescence; in the data active means activity change below about -30%; further: on the % scale 0 is the no-effect control and ±100 the full control effect
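Final compound at 57.5 uM, incubated 10 min at RT with coupling enzyme reagent (glyceraldehyde-3-phosphate), then 20 min with substrate and AmpLite Red detection. Fluorescence read at 525/598 nm; tests interference with the coupling assay, not aldolase inhibition.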
B2AR arrestin – qHTS assay of beta-arrestin-biased ligands of beta2-adrenergic receptor | beta-arrestin recruitment to beta2AR, cell-based reporter | Potency, µM (highest dose often 46.1 µM), for inactives: at the highest dose activation, actives largely listed as activators | Beta-2 adrenergic receptor (Homo sapiens), P07550 | hit rate 0.02% among 330,000 | AID 492947, 2010;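 further: potency means the concentration at half of the fitted maximal effect; 0% = DMSO controls and full agonism = EC100 isoproterenol or metaproterenol; nearly all actives have a fitted effect of over 65% in size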
PTAP TSG101 blk – qHTS Assay for Iinhibitors of HIV-1 Budding by Blocking the Interaction of PTAP/TSG101 | Potency, µM (titrated, usually from 115 µM), for the others: at the top dose activity change, negative = inhibition, usual class: inhibitors | Fluorescence polarization, FITC-PTAP peptide / Tsg101 binding | 340,000 tested, under 10 active; active means well fitted inhibition curve with a large enough effect in the main read-out, with a control signal flat, not every such curve was filed as active; inconclusive means small, poorly fitted or top-dose-only effect, or effect the other way, or a change in a side signal; inactive means no such curve, though single readings can be large or run the other way; further: potency means the concentration at half of the fitted maximal effect; % of control where 0% means no effect
Target sequence (Q99816 whole entry, looked up): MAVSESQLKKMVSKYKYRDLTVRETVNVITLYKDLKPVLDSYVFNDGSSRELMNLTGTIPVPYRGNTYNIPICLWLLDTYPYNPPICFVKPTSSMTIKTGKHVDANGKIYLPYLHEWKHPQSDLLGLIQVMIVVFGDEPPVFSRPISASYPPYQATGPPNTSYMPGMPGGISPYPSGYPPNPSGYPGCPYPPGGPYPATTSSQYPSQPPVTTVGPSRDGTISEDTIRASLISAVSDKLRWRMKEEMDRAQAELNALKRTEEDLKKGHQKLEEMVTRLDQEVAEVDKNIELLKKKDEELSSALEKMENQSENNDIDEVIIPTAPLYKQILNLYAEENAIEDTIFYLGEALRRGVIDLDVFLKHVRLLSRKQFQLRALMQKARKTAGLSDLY
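Fluorescence polarization binding of Tsg101 binding domain (10 uM final) to FITC-labeled PTAP peptide (50 nM final) in HEPES pH 7.5 buffer with NaCl, Tween 20, EDTA, TCEP. Compounds added before peptide; binding 20 min at RT.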
Numbers without * were called inactive; ? = inconclusive; nt = not tested or not shown; & = joins results of further samples; [ ] = remark or other dose. Unless noted, the call rests on the fitted dose curve; in most records, active means well fitted curve in the direction sought with a large enough effect; inconclusive means small, poorly fitted or top-dose-only effect, or another doubt; inactive means no such curve, though single readings can be large; an effect the other way counts as inactive or inconclusive.

The opening 3 compounds as a preview:
SMILES	Integrin act MD	Coupling enz	PKM2 activator	PTAP TSG101 blk	Tb PFK inh	BCR signal inh	Menin MLL FP TR	ASM inhibitor	GALK inhibitor	Giardia killer	B2AR arrestin
CCOc1ccc(N2C(=O)CN(CC(=O)OC)C2=S)cc1	17%	3	-4%	3%	-5%	-6%	14%	2%	3%	-11	0.1%
COc1ccc(-c2cc(-c3ccc(Br)cc3)nc3ncnn23)cc1OC	8%	1	-3%	-6%	5%	-11%	0%	292%[activator]	2%	8	0.2%
COC(=O)C1=C(C)N(Cc2ccccc2)C(=O)N[C@H]1c1cccs1	6%	1&-2	4%[11.5 µM]	-7%	0%	?	-16%[11.7 µM]	-5%	-1%	-5	-0.7%

All compounds of this part, from the first entry:
SMILES	Integrin act MD	Coupling enz	PKM2 activator	PTAP TSG101 blk	Tb PFK inh	BCR signal inh	Menin MLL FP TR	ASM inhibitor	GALK inhibitor	Giardia killer	B2AR arrestin
CCOc1ccc(N2C(=O)CN(CC(=O)OC)C2=S)cc1	17%	3	-4%	3%	-5%	-6%	14%	2%	3%	-11	0.1%
COc1ccc(-c2cc(-c3ccc(Br)cc3)nc3ncnn23)cc1OC	8%	1	-3%	-6%	5%	-11%	0%	292%[activator]	2%	8	0.2%
COC(=O)C1=C(C)N(Cc2ccccc2)C(=O)N[C@H]1c1cccs1	6%	1&-2	4%[11.5 µM]	-7%	0%	?	-16%[11.7 µM]	-5%	-1%	-5	-0.7%
COc1cccc(C(CNC(=O)C(c2ccccc2)c2ccccc2)N(C)C)c1 (stereo not given)	3%	-3	-8%	0%	-1%	3%	-13%	4%	0%	7	-0.5%
CCOc1ccc(NC(=O)c2ccccc2C(=O)c2ccccc2)cc1OCC	?	1	-2%	-2%	-2%	6%	-11%	-4%	0%	14	0.3%
Cc1cc(=O)oc2cc(NC(=O)c3cccc(Br)c3)ccc12	-3%	-1	-3%	1%	2%	4%	-9%	25%	7%	2	0.3%
O=C(O)CC1S/C(=N/N=C/c2ccc(-c3ccccc3[N+](=O)[O-])o2)NC1=O (stereo not given)	-48%[inhibitor]	-29	-17%	0%	?	?	-14%	-2%	-3%	-3	0.0%
CC(=O)c1c(O)c2ccccc2n(C)c1=O	-7%	-2	1%	-3%	3%	-4%	18%	0%	-2%	-3	-0.8%
O=C(c1cccc(F)c1)N1CCN(c2cccc(Cl)c2)CC1	22%	-1	-1%	-1%	-12%	0%	-20%	-1%	-1%	-24	0.4%
CC(=O)c1ccc(S(=O)(=O)Nc2cc3c(cc2C(C)=O)OCO3)cc1	10%	-1	4%	-1%	-2%	5%	-20%	3%	-1%	0	0.5%
Cc1ccc(-c2nc(-c3ccncc3)no2)cc1Cl	?	1	0%	-1%	3%	?	-14%	-2%	-1%	-13	-0.7%
Cc1ccc(S(=O)(=O)N(C)Cc2cc3cc(C)ccc3[nH]c2=O)cc1	1%	nt	nt	-1%	1%	-6%	nt	0%	-1%	20	-0.4%

(next part)
SMILES	Integrin act MD	Coupling enz	PKM2 activator	PTAP TSG101 blk	Tb PFK inh	BCR signal inh	Menin MLL FP TR	ASM inhibitor	GALK inhibitor	Giardia killer	B2AR arrestin
Cc1[nH]nc(SCC(=O)Nc2ccc(C#N)cc2)c1[N+](=O)[O-]	12%	3	-8%	-3%	-10%	3%	0%	nt	0%	4	-1.5%
O=C(Nc1ccccc1C(F)(F)F)N1CCCC1c1cccnc1 (stereo not given)	7%	-2	3%	-2%	4%	4%	nt	6%	-1%	-7	0.0%
Cc1cccn2c(=O)c3cc(C(=O)NCCN4CCOCC4)c(=N)n(Cc4ccc(F)cc4)c3nc12	-51%[inhibitor]	nt	nt	1%	-2%	5%	nt	117%[activator]	-2%	-7	0.0%
Cc1cc(C(=O)COC(=O)CNC(=O)c2ccco2)c(C)n1Cc1ccco1	-1%	3	4%	-9%	2%	?	?	2%	0%	4	-0.7%
CC1=Nc2ccc(C)cc2/C1=C/c1c(N)n2c(S(=O)(=O)C(C)C)nsc2nc1=O	6%	6	-1%	-2%	2%	?	?	12%	4%	6	0.2%
O=C(N/N=C/c1ccco1)C1CC1	31%	-4	-1%	-2%	-5%	5%	-4%	2%	5%	-8	-1.3%
Cc1ccc(NC(=O)CCOc2ccccc2)c(C)c1	2%	0	nt	1%	0%	1%	4%	2%	2%	-5	-0.1%
CSc1nc(-c2ccco2)cc(C(F)(F)F)c1C#N	26%	6	4%	-2%	-3%	20%	?	178%[activator]	1%	10	-0.3%
CN(C)S(=O)(=O)c1ccc(S(=O)(=O)N(Cc2ccco2)Cc2ccccc2Cl)cc1	2%	0	-1%	-12%	1%	0%	6%	-2%	0%	5	-0.2%
CCOc1ccc(CN(C)C(=O)c2cccnc2SC)cc1OC	?	1	-1%	-7%	3%	3%	2%	6%	-1%	14	0.1%
CC(C)(C)c1ccc(C(=O)NCCC(=O)N2CCCC2)cc1	-4%	-1	0%	-4%	1%	0%	-1%	0%	1%	-10	0.0%
Cc1cccc(OCC(O)CN2CC3(C)CC2CC(C)(C)C3)c1 (stereo not given)	-15%	1	2%	2%	1%	0%	-8%	6%	2%	-5	-0.8%

Next section:
SMILES	Integrin act MD	Coupling enz	PKM2 activator	PTAP TSG101 blk	Tb PFK inh	BCR signal inh	Menin MLL FP TR	ASM inhibitor	GALK inhibitor	Giardia killer	B2AR arrestin
C=C(C)Cn1c(N2CCCC2)nc2c1c(=O)n(C)c(=O)n2C	-7%	8	-2%	1%	-5%	?	-19%	0%	0%	12	-0.7%
COc1cc2cc(CN(C(=O)NC3CCCCC3)C3CCCC3)c(=O)[nH]c2cc1OC	22%	-1	19%	-2%	-5%	?	-15%	8%	-1%	-5	0.5%
O=C(CCc1ccccc1)NNC(=O)c1ccccc1Br	7%	0	1%	1%	-5%	-6%	-14%	6%	2%	-5	-0.4%
COc1ccc(-c2cc(=O)oc3c(C)c(OCC(=O)NCCCn4ccnc4)ccc23)cc1	-4%	0	-10%	-4%	1%	?	-7%	-10%	nt	6	-0.4%
O=C1CC(c2ccco2)Cc2nc(Nc3ccc(F)cc3)ncc21 (stereo not given)	-13%	-4	-4%	-1%	-5%	8%	?	-9%	-3%	-16	0.0%
O=c1cc(NCc2ccc3c(c2)OCO3)[nH]c(=O)n1-c1ccc(Cl)cc1	10%	5	1%	0%	0%	15%	-9%	3%	1%	-9	-0.2%
CC(/C=N/n1c(-c2ccccn2)n[nH]c1=S)=C\c1ccccc1	13%	2	2%	-1%	0%	4%	nt	-3%	-3%	5	-0.1%
COc1ccc(OC)c(N(CC(=O)N2CCN(c3cc(Cl)ccc3C)CC2)S(C)(=O)=O)c1	-9%	1	7%	-6%	-12%	0%	-22%	-4%	-4%	13	-0.3%
CC(C)CN(C(=O)CCCOc1ccc(Cl)cc1Cl)c1c(N)n(Cc2ccccc2)c(=O)[nH]c1=O	-36%	nt	nt	-1%	-2%	-2%	nt	2%	nt	?	-0.1%
CC(C)CCNC(=O)C1c2ccccc2Oc2ccccc21	35%	2	0%	-2%	-7%	-1%	-2%	-1%	0%	-2	-0.1%
Cc1ccc(NC(=O)Cc2noc3ccccc23)c(C)c1	11%	0	3%	-1%	-4%	?	0%	-1%	1%	-1	0.6%
COC(=O)C1(Cc2ccc(O)cc2)OC(=O)C(O)=C1c1ccc(O)cc1 (stereo not given)	24%	-14	0%	-2%	1%	-2%	nt	-2%	1%	-9	-0.6%
CCOC(=O)C1CCCN(Cc2ccc(OC)c(OCc3ccccc3)c2)C1 (stereo not given)	7%	1	1%	-6%	-2%	2%	-16%	-1%	-1%	-4	-0.7%

Only part of the results is shown. The share of hits here may be higher or lower than overall.
